STK33 inh = blocks human STK33 kinase activity. 0.073% of 320,000 active. purified STK33, MBP phosphorylation, ADP-Glo luminescence. Q9BYT3. inhibition, % at 10 µM;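 active = inhibition at or above 25%, using the most active replicate where run in duplicate; inactive = inhibition below 25%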
Target sequence (Q9BYT3 whole entry, looked up): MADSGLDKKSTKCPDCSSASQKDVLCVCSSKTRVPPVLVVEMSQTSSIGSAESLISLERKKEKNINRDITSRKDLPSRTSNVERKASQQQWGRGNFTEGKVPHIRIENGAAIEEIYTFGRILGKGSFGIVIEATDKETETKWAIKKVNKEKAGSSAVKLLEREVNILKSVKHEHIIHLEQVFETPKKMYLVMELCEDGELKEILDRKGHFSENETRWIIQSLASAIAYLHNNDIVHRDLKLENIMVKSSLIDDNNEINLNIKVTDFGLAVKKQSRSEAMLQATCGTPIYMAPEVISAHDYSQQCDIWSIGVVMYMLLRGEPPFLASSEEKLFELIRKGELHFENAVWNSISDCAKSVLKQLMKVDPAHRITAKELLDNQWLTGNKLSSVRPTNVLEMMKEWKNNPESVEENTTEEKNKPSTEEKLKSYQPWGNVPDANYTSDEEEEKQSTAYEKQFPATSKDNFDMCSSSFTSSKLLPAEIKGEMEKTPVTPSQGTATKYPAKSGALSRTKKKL
OX1R antag-1 = OX1R (human) antagonism; 1.8% of 330,000 active; AID 485270; O43613; OX1R-expressing cells, FRET antagonist read-out; inhibition, % at 6.6 µM; in the data active = inhibition mostly above about 38%, no sharp cut-off; inactive = mostly below about 40%;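 also: 0% = agonist challenge alone and 100% = reference antagonist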
Target sequence (O43613 whole entry, looked up): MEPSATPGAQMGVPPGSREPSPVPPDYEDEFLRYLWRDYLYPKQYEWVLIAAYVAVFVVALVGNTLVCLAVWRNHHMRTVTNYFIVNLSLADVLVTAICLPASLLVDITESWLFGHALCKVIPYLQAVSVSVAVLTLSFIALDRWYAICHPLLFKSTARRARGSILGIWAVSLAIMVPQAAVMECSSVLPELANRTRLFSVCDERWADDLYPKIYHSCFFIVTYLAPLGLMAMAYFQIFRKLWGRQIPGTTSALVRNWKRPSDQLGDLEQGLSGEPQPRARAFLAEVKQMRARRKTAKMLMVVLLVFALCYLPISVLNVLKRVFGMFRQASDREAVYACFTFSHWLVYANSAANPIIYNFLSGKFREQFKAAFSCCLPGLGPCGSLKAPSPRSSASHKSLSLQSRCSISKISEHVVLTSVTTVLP
OX1R antag-2 = human HCRTR1 antagonism | CHO/OX1R cells, Fluo-8 calcium fluorescence, orexin A | AID 434989 | inhibition, % at 5 µM | 0.43% of 330,000 active;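 active = inhibition above its plate's threshold, mean inhibition of all tested compounds on the plate plus 3 SD, cut at about 37% in these data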;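 also: 0% = orexin A challenge wells and 100% = SB-334867-A antagonist wells; not every result past the cut was called active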
* = called active by the depositor.

The opening 5 compounds (preview)
C/C(=N/NC(=O)c1ccc(C)s1)c1cccc(NC(=O)c2ccoc2C)c1 was read as STK33 inh 12, OX1R antag-1 32 and OX1R antag-2 -22.
For CC1CCC(NC(=O)CCS(=O)(=O)c2ccc3c(c2)NC(=O)C(C)S3)CC1 (stereo not drawn) the results were STK33 inh -1.0, OX1R antag-1 3 and OX1R antag-2 -32.
For CCC(C(=O)NCCC(C)C)N(Cc1ccccc1Cl)C(=O)c1snc(C(N)=O)c1N (stereo not drawn) the results were STK33 inh 4.0, OX1R antag-1 13 and OX1R antag-2 -23.
`O=C(Nc1ccc(S(=O)(=O)Nc2ccccc2)cc1)c1ccc(CN2CCOCC2)cc1` gave STK33 inh 0.8, OX1R antag-1 22 and OX1R antag-2 20.
O=C(Cc1ccc(Cl)c(Cl)c1)Nc1ccc(SC(F)F)cc1 was read as STK33 inh -0.2, OX1R antag-1 18 and OX1R antag-2 -12.

Results (from the top)
C/C(=N/NC(=O)c1ccc(C)s1)c1cccc(NC(=O)c2ccoc2C)c1 was read as STK33 inh 12, OX1R antag-1 32 and OX1R antag-2 -22.
For CC1CCC(NC(=O)CCS(=O)(=O)c2ccc3c(c2)NC(=O)C(C)S3)CC1 (stereo not drawn) the results were STK33 inh -1.0, OX1R antag-1 3 and OX1R antag-2 -32.
For CCC(C(=O)NCCC(C)C)N(Cc1ccccc1Cl)C(=O)c1snc(C(N)=O)c1N (stereo not drawn) the results were STK33 inh 4.0, OX1R antag-1 13 and OX1R antag-2 -23.
`O=C(Nc1ccc(S(=O)(=O)Nc2ccccc2)cc1)c1ccc(CN2CCOCC2)cc1` gave STK33 inh 0.8, OX1R antag-1 22 and OX1R antag-2 20.
O=C(Cc1ccc(Cl)c(Cl)c1)Nc1ccc(SC(F)F)cc1 was read as STK33 inh -0.2, OX1R antag-1 18 and OX1R antag-2 -12.
For C/C(=N\NS(=O)(=O)c1ccc(C)c([N+](=O)[O-])c1)c1cc2ccccc2o1 the results were STK33 inh -1.0, OX1R antag-1 14 and OX1R antag-2 -2.
For O=C(Cn1cccc1C(=O)c1ccccc1)NCCC1=CCCCC1 the results were STK33 inh 0.1, OX1R antag-1 98* and OX1R antag-2 -36.
Screening OCCN1CCN(C(=S)Nc2cccc(C(F)(F)F)c2)CC1 returned STK33 inh -0.9, OX1R antag-1 12 and OX1R antag-2 0.
`C#Cc1ccc(C(=O)Nc2ccc(N3CCC(C)CC3)c(C(N)=O)c2)cc1` gave STK33 inh -0.7, OX1R antag-1 28 and OX1R antag-2 -33.
CCOc1ccc(S(=O)(=O)N2CCOCC2)cc1NC(=O)CSCC(=O)Nc1ccc(C)cc1 was read as STK33 inh -0.3, OX1R antag-1 28 and OX1R antag-2 -18.
For CCn1c(SCC(=O)Nc2cc3oc4ccccc4c3cc2OC)nnc1-c1cccs1 the results were STK33 inh 0.0, OX1R antag-1 83* and OX1R antag-2 50*.
`O=C(Nc1cccc2ccccc12)c1cccc([N+](=O)[O-])c1` gave STK33 inh -0.2, OX1R antag-1 15 and OX1R antag-2 -24.
`CN(C)S(=O)(=O)c1cc(NC(=O)COC(=O)Cc2cccc3ccccc23)ccc1Cl` gave STK33 inh -2.0, OX1R antag-1 17 and OX1R antag-2 3.
Screening CC1CC(C)CN(CCC(=O)Nc2cccc(Cl)c2)C1 (stereo not drawn) returned STK33 inh 0.3, OX1R antag-1 -5 and OX1R antag-2 -19.
For CCCCOC(=O)/C=C/c1ccc(OC(=O)OC)c(OC(=O)OC)c1 the results were STK33 inh -1.9, OX1R antag-1 11 and OX1R antag-2 -7.
Cc1ccc(-c2c3c(=O)n(C)c(=O)n(C)c3cn2N2CCOCC2)cc1 was read as STK33 inh 3.5, OX1R antag-1 46 and OX1R antag-2 -18.
CC1(C)C(=O)Nc2ccccc2N1C(=O)COC(=O)CSc1ccc(Cl)cc1 was read as STK33 inh -0.6, OX1R antag-1 3 and OX1R antag-2 -22.
`CC1CCCC(NC(=O)C2c3ccccc3C(=O)N2Cc2cccs2)C1C` (stereo not drawn) gave STK33 inh -2.2, OX1R antag-1 16 and OX1R antag-2 -27.
O=C(Nc1nncs1)C1CC(=O)N(CCc2ccc(F)cc2)C1 (stereo not drawn) was read as STK33 inh -0.6, OX1R antag-1 22 and OX1R antag-2 -11.
Screening Clc1ccc2c(c1)nc1n2CCCC1 returned STK33 inh -0.5, OX1R antag-1 -3 and OX1R antag-2 2.

Three consecutive compounds out of the list so far, quoted:
`CC1CCCC(NC(=O)C2c3ccccc3C(=O)N2Cc2cccs2)C1C` (stereo not drawn) gave STK33 inh -2.2, OX1R antag-1 16 and OX1R antag-2 -27.
O=C(Nc1nncs1)C1CC(=O)N(CCc2ccc(F)cc2)C1 (stereo not drawn) was read as STK33 inh -0.6, OX1R antag-1 22 and OX1R antag-2 -11.
Screening Clc1ccc2c(c1)nc1n2CCCC1 returned STK33 inh -0.5, OX1R antag-1 -3 and OX1R antag-2 2.

(list continues)
COc1ccc(-c2ccc3nnc(SCC(=O)Nc4ccc(NC(C)=O)cc4)n3n2)cc1 was read as STK33 inh -0.3, OX1R antag-1 31 and OX1R antag-2 -12.
Cc1cc(C)n(C(=O)/C(C#N)=N/Nc2cc(Cl)cc(Cl)c2)n1 was read as STK33 inh -1.6, OX1R antag-1 59* and OX1R antag-2 59*.
Screening Cc1ccc(OCCCC(=O)Nc2ccc(S(=O)(=O)Nc3cc(C)nc(C)n3)cc2)cc1 returned STK33 inh -0.1, OX1R antag-1 9 and OX1R antag-2 -19.
`Cc1ccc(OCC(=O)Nc2ccc(S(=O)(=O)Nc3onc(C)c3C)cc2)cc1` gave STK33 inh 0.3, OX1R antag-1 -5 and OX1R antag-2 0.
For CCC1(c2ccc(F)cc2)NC(=O)N(CC(=O)Nc2ccccc2C)C1=O (stereo not drawn) the results were STK33 inh 0.0, OX1R antag-1 5 and OX1R antag-2 -19.
`CCN(CC)c1ccc2c(c1)oc(=O)c1c(Cl)cc(=O)oc12` gave STK33 inh -0.1, OX1R antag-1 22 and OX1R antag-2 28.
CCc1nnc(NC(=O)CSc2nc3cccnc3n2C2CCCCC2)s1 was read as STK33 inh 1.0, OX1R antag-1 5 and OX1R antag-2 -30.
`CCOc1cc(CNc2ccc(N3CCCCC3)cc2)cc(Br)c1OCC(=O)NC(C)(C)C` gave STK33 inh -0.3, OX1R antag-1 6 and OX1R antag-2 -17.
For Cc1cccc2nc(-c3ccco3)oc(=O)c12 the results were STK33 inh -2.5, OX1R antag-1 -8 and OX1R antag-2 0.
CC1CCN(c2ccc3nnc(CCC(=O)Nc4ccc(F)cc4)n3n2)CC1 was read as STK33 inh 0.6, OX1R antag-1 17 and OX1R antag-2 -22.
Screening CNc1ccc(/C=C(\C#N)c2ccccn2)cc1[N+](=O)[O-] returned STK33 inh -0.1, OX1R antag-1 41 and OX1R antag-2 7.
`CCc1ccc(/C=C(\Cl)c2nc3cc(Cl)ccc3c(=O)[nH]2)cc1` gave STK33 inh -2.5, OX1R antag-1 13 and OX1R antag-2 -11.
Screening CC(C)Cn1c(N)c(/C=N/NC(=O)c2ccc(Cl)cc2)c(=O)n(C)c1=O returned STK33 inh -0.4, OX1R antag-1 17 and OX1R antag-2 -17.
CCn1c(CSc2nc3ccccc3s2)nnc1SCC(=O)c1ccc(O)cc1O was read as STK33 inh -0.5, OX1R antag-1 12 and OX1R antag-2 -17.
`COc1ccc(CC(=O)OCc2cc(=O)n3cc(Br)ccc3n2)cc1OC` gave STK33 inh -1.2, OX1R antag-1 45 and OX1R antag-2 -27.
Screening Cn1nnnc1SCC(=O)c1ccc(Br)s1 returned STK33 inh -0.8, OX1R antag-1 25 and OX1R antag-2 -13.
For C[N+]1(C)CC2([N+](=O)[O-])CC=C(Oc3ccccc3)C([N+](=O)[O-])(C2)C1 (stereo not drawn) the results were STK33 inh -0.3, OX1R antag-1 8 and OX1R antag-2 -18.
`Cn1c(=O)c2c(nc(SCCN3CCCCC3)n2C)n(C)c1=O` gave STK33 inh 0.5, OX1R antag-1 12 and OX1R antag-2 -5.
For CCS(=O)(=O)c1nc(S(=O)(=O)c2ccc(C)cc2)c(N2CCN(CCO)CC2)s1 the results were STK33 inh -1.3, OX1R antag-1 -2 and OX1R antag-2 -4.
`C=CCOc1ccccc1C1C2=C(CC(C)(C)CC2=O)Nc2c1c(=O)n(C)c(=O)n2C` (stereo not drawn) gave STK33 inh -0.1, OX1R antag-1 24 and OX1R antag-2 -27.
For CC1CCN(S(=O)(=O)N2CCC(C(=O)NCc3cccs3)CC2)CC1 the results were STK33 inh 1.0, OX1R antag-1 4 and OX1R antag-2 -21.
Screening CCOC(=O)C1=C(C)Nc2ccccc2N=C1NC(=O)C1CCN(C(=O)c2ccccc2C)CC1 returned STK33 inh -1.0, OX1R antag-1 8 and OX1R antag-2 -4.
COc1ccc(NC(=S)NCc2cccnc2)cc1 was read as STK33 inh -0.4, OX1R antag-1 9 and OX1R antag-2 -2.
Screening O=C(O)C(=O)Nc1nc(-c2ccc3c(c2)OCCO3)cs1 returned STK33 inh 1.0, OX1R antag-1 5 and OX1R antag-2 -13.
Screening CCCc1nc2sc3c(=O)[nH]cnc3c2c2c1CCCC2 returned STK33 inh -1.0, OX1R antag-1 6 and OX1R antag-2 1.
`COc1c(C)cc(C(=O)C2CCCN(C(=O)C3=C(C)OCCO3)C2)cc1C` (stereo not drawn) gave STK33 inh -0.7, OX1R antag-1 23 and OX1R antag-2 -16.
Screening CCCNC(=O)CN1C(=O)c2ccccc2Sc2ncccc21 returned STK33 inh -1.9, OX1R antag-1 0 and OX1R antag-2 -24.
`CCOc1ccc(Nc2nnc(SCc3nc4ccccc4c(=O)[nH]3)s2)cc1` gave STK33 inh -2.8, OX1R antag-1 7 and OX1R antag-2 1.
For Cc1ccc2c(CC(=O)NCC(=O)Nc3c(C)cccc3C)coc2c1 the results were STK33 inh -0.6, OX1R antag-1 23 and OX1R antag-2 -7.
Screening N#CCC(CNc1ncc(C(F)(F)F)cc1Cl)OC(=O)c1cccc([N+](=O)[O-])c1 (stereo not drawn) returned STK33 inh -0.2, OX1R antag-1 13 and OX1R antag-2 -36.
Screening O=C1CSC(c2cn(-c3ccccc3)nc2-c2cccs2)N1Cc1ccccc1 (stereo not drawn) returned STK33 inh -0.4, OX1R antag-1 11 and OX1R antag-2 -19.
For Cc1cc[n+](-c2[nH]c(=O)sc2/C=N/N=C(\[O-])c2ccncc2)cc1 the results were STK33 inh -0.3, OX1R antag-1 36 and OX1R antag-2 2.
Screening COCCCNC(=O)Cn1nnc(-c2ccccc2NC(=O)c2ccccc2F)n1 returned STK33 inh 0.7, OX1R antag-1 6 and OX1R antag-2 -22.
S=c1[nH]nc(-c2ccco2)n1-c1cccc2ccccc12 was read as STK33 inh -0.8, OX1R antag-1 14 and OX1R antag-2 -25.
`CC(=O)N1c2ccc(S(=O)(=O)N(C)CC(=O)NCc3ccccc3)cc2CC1C` (stereo not drawn) gave STK33 inh -1.1, OX1R antag-1 2 and OX1R antag-2 4.
O=c1ccsn1Cc1ccccc1 was read as STK33 inh 0.4, OX1R antag-1 23 and OX1R antag-2 -7.
Cc1ccc(S(=O)(=O)NCC(c2ccco2)N2CCOCC2)cc1 (stereo not drawn) was read as STK33 inh -0.7, OX1R antag-1 23 and OX1R antag-2 -7.
Cc1ccc(CCNC(=O)c2cc(-c3ccncc3)nc3ccc(S(=O)(=O)N4CCOCC4)cc23)cc1 was read as STK33 inh -0.4, OX1R antag-1 13 and OX1R antag-2 -25.
`Cc1ccc(S(=O)(=O)CCc2nc3ccccc3[nH]2)cc1C` gave STK33 inh -2.3, OX1R antag-1 17 and OX1R antag-2 -19.
Screening Cc1csc(SCC(=O)Nc2cc(S(=O)(=O)N(C)C)ccc2C)n1 returned STK33 inh -0.4, OX1R antag-1 13 and OX1R antag-2 -13.
For COc1ccccc1/C=C/C(=O)OCC(=O)NC(=O)NC1CCCC1 the results were STK33 inh -1.0, OX1R antag-1 15 and OX1R antag-2 -16.
`C[C@]12CCC3c4ccc(O)cc4CCC3C1CC/C2=N\N` (stereo partly drawn) gave STK33 inh -1.3, OX1R antag-1 1 and OX1R antag-2 -17.
`O=C(CCS(=O)(=O)c1ccccc1)NNC(=O)COc1ccc(F)cc1` gave STK33 inh 0.0, OX1R antag-1 3 and OX1R antag-2 -8.
For Cc1ccc(/C=N/NC(=O)Cn2cncn2)cc1 the results were STK33 inh -1.8, OX1R antag-1 27 and OX1R antag-2 -9.
For COc1ccc(CN2C(=O)CN(C3CCCCCC3)C(=O)C2c2ccc(F)cc2)cc1 (stereo not drawn) the results were STK33 inh -1.8, OX1R antag-1 5 and OX1R antag-2 -16.
Screening CCN(Cc1ccccc1)C(=O)COC(=O)Cn1cnc2ccccc21 returned STK33 inh 0.2, OX1R antag-1 18 and OX1R antag-2 -2.
For COc1cccc(N/C(N)=N/c2nc(C(F)(F)F)cc(=O)[nH]2)c1 the results were OX1R antag-1 21 and OX1R antag-2 -16.
Screening N#CCC(=O)N/N=C/c1ccc(OC2CSC2)cc1 returned STK33 inh -0.9, OX1R antag-1 13 and OX1R antag-2 -20.
Screening COC(=O)C1=C(C)N(Cc2ccccc2)C(=O)N[C@H]1c1ccccc1 returned STK33 inh 0.7, OX1R antag-1 30 and OX1R antag-2 -17.
CCOC(=O)c1ccc(NC(=O)CSc2nnc(C3CC3)n2C)cc1 was read as STK33 inh 0.1, OX1R antag-1 8 and OX1R antag-2 -20.
Screening COc1ccccc1NC(=O)/C(N=Nc1ccc(C)c(S(=O)(=O)Nc2ccccc2Cl)c1)=C(\C)O returned STK33 inh -1.1, OX1R antag-1 6 and OX1R antag-2 -8.
For CCC1CCCCN1S(=O)(=O)c1ccc(-n2cnnn2)c(C)c1 (stereo not drawn) the results were STK33 inh -0.9, OX1R antag-1 7 and OX1R antag-2 -12.

Source: PubChem BioAssay

Rows are unselected, and some 2.2% of all compounds hit somewhere here.
